# SRC3 inh – inhibits human SRC3 coactivator | inhibition, % at 3.6 µM | Q9Y6Q9 | AID 588352 | HEK293 GAL4-SRC3 luciferase reporter, luminescence | actives 0.17% (n = 360,000);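 active = inhibition above a per-campaign cutoff, the mean of all compounds plus 3 SD, cut at about 60% in these data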;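 also: 0% = DMSO-treated cells and 100% = gossypol-treated cells at 36 µM; higher means less SRC3-driven luciferase light from the GAL4 reporter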
# TROY NFkB inh – blocks TROY-dependent signaling in reporter cells. AID 1347056. actives 0.98% (n = 360,000). Q293 LMP1-TROYcd NF-kB luciferase reporter, 4 h. inhibition, % at 10 µM;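 active = compounds whose plate-normalised and pattern-corrected inhibition of the luciferase reporter signal at the single screening dose is 50% or more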
# TWEAK-Fn14 inh – TWEAK-Fn14 signaling inhibition | inhibition, % at 10 µM | actives 2% (n = 360,000) | TWEAK-stimulated Fn14 reporter cells, luciferase luminescence, 8 h; in the data active = inhibition above about 50%
# NCOA1 inh – human NCOA1 inhibition; AID 588354; inhibition, % at 3.6 µM; HEK293 GAL4-SRC1 luciferase reporter, luminescence; actives 0.12% (n = 360,000);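 active = inhibition above the campaign mean plus 3 SD, with each screening campaign given its own cutoff, cut at about 60% in these data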;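 also: 0% = DMSO treated cells and 100% = gossypol at 36 µM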
# KKLEB tox – reduces viability of KKLEB cystic fibrosis airway cells; KKLEB CF airway cells viability, ATPlite luminescence, overnight; active compounds read low; cells stimulated with P. aeruginosa culture filtrate; actives 0.36% (n = 360,000); AID 602141; activity change (cytotoxicity), % at 5 µM;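 active = corrected activity change at or below -50% at 5 µM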
# LRH-1 inv ag – NR5A2 inverse agonism in reporter assay; O00482; HEK293T StAR-luciferase reporter, LRH-1 transfected, 24 h; inhibition, % at 3.6 µM; actives 0.13% (n = 360,000);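 active = inhibition above the mean inhibition of all tested compounds plus 3 SD, cut at about 73% in these data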;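 also: 0% = DMSO wells and 100% = reporter-only cells lacking LRH-1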
# Target sequence (O00482 whole entry, looked up): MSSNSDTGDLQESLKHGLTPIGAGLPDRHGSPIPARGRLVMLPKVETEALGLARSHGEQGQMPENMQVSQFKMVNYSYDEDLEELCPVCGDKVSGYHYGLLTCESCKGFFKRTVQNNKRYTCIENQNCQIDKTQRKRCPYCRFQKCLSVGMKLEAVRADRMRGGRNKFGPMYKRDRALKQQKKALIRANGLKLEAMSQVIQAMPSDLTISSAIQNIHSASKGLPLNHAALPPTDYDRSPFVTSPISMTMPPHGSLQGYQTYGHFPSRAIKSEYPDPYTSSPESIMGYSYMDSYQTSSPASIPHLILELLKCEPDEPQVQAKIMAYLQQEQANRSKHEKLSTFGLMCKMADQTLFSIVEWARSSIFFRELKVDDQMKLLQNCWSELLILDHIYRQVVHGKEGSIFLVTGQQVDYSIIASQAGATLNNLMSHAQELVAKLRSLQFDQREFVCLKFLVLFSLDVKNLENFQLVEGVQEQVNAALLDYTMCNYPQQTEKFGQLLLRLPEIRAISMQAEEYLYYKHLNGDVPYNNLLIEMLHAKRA
# Shn3 inh set2 – reduces Shn3 3'UTR luciferase signal in osteoblasts. Clone20 osteoblast Shn3 3'UTR firefly luciferase, 24 h. AID 588674. inhibition, % at 12.5 µM. actives 0.52% (n = 360,000);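 active = mean inhibition of at least 75% with every replicate also reaching 75%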;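 also: 0% = median of neutral control wells and 100% = pilot-screen positive control compound; some compounds past the cut are filed as inactive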
# CF NFkB block – blocks PAF-induced NF-kB reporter in cystic fibrosis cells. KKLEB NF-kB-GFP reporter, GFP fluorescence overnight. inhibition, % at 5 µM. actives 0.86% (n = 360,000);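 active = at least 50% inhibition at 5 µM, scaled per plate between neutral and stimulator controls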;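 also: PAF is a Pseudomonas aeruginosa culture filtrate used as stimulus; plate controls were PAF-stimulated DMSO wells for no effect and unstimulated DMSO wells for full effect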
# EBV LMP1 NFkB – Epstein-Barr LMP1 NF-kappaB reporter inhibition. AID 504558. LMP1-induced NF-kappaB luciferase reporter cells, luminescence. actives 0.69% (n = 350,000). inhibition, % at 12.5 µM; in the data active = inhibition above about 41%;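 also: 0% = neutral control wells and 100% = reference inhibitor control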
# NR2F2 inh – blocks human COUP-TFII nuclear receptor. P24468. HEK293T NGFI-A luciferase reporter, luminescence. inhibition, % at 8.6 µM. actives 0.7% (n = 370,000). AID 686940;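 active = inhibition above a per-plate cutoff, mean inhibition of test wells between control levels plus 3 SD, cut at about 38% in these data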;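 also: cells cotransfected with COUP-TFII expression vector driving the NGFI-A reporter; 0% = median of COUP-TF2 test wells and 100% = reporter-only cells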
# Target sequence (P24468 whole entry, looked up): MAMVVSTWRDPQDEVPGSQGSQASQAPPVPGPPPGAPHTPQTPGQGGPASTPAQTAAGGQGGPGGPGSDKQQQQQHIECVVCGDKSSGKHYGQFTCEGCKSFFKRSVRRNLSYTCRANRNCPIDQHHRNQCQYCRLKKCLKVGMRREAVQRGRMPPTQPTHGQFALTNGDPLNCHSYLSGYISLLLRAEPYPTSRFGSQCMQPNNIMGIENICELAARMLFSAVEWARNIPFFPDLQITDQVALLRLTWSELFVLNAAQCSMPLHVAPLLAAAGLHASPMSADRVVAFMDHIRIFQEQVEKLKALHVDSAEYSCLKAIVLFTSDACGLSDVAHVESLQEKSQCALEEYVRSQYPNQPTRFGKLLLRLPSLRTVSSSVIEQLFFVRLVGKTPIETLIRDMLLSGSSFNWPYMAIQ
# C8 TRAIL sens – sensitizes caspase-8 expressing cells to TRAIL | NB7+C8 cells + TRAIL, ATPlite viability luminescence | inhibition (viability loss, TRAIL sensitization), % at 10 µM | actives 1% (n = 360,000);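 active = compounds causing at least 50% loss of cell viability in the single-dose screen, relative to plate controls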
# Active calls of the source: *; · = not tested or not shown; & = joins results of further samples. An excerpt; the hit share may differ from the screen's.
SMILES,SRC3 inh,TROY NFkB inh,TWEAK-Fn14 inh,NCOA1 inh,KKLEB tox,LRH-1 inv ag,Shn3 inh set2,CF NFkB block,EBV LMP1 NFkB,NR2F2 inh,C8 TRAIL sens
CC(C)(C)c1ccc(C(=O)N2CCC2(C)C(=O)NCCC#N)cc1 (stereo not given),10,2,-14,-65,-1,-13,11,15,·,15,-10
C=CCn1c(SCCN2C(=O)c3ccccc3C2=O)nc2scc(-c3ccc(F)cc3)c2c1=O,-16,5,-52,-14,-9,-17,-52,30,5,-8,19
CC(C)N(C(=O)CSc1nc(COc2ccccc2)nc2ccccc12)C(C)C,1,-2,5,-32,4,-13,1,-25,4,-1,2
COc1ccc2cc(C=O)n(C)c2c1,7,-10,6,-14,5,-3,6,28,5,3,-11
Cc1ccc(OCCCN2CCC(C(O)(c3ccccc3)c3ccccc3)CC2)cc1,·,1,-3,·,·,-9,·,·,·,-6&-2,15
O=C(COC(=O)c1n[nH]c2ccccc12)NCCc1ccccc1,-12,-9,2,-17,6,-16,-6,-2,-2,5,-3
O=C(NCC1CCCO1)c1ccc(NC(=O)c2cccc(Cl)c2)cc1 (stereo not given),-4,-4,13,3,-1,-9,-10,-4,7,-12,2
COCC(O)Cn1ccnc1[N+](=O)[O-] (stereo not given),-4,6,-5,-10,8,2,8,-16,0,4,-28
Cc1cccc(NC(=S)NCc2ccccc2)c1C,-3,-4,-6,-11,3,8,-2,3,-1,8,-10
COc1ccc(C(CC(=O)N2CCOCC2)c2c(OC)cc(OC)c3c(-c4ccccc4)cc(=O)oc23)cc1 (stereo not given),-2,8,-9,5,-3,-1,5,4,4,-4,0
COc1ncccc1-c1cc2nc(NCCNC(C)=O)n(C)c(=O)c2s1,-9,-9,11,-7,8,10,-7,-37,·,-7,-1
CCc1ccccc1NC(=O)NC1CCCCCCC1,-7,-5,-8,-7,0,1,12,-7,0,-8,-10
Cc1ccc(C2=CC(=O)C[C@H](c3ccc(Cl)cc3)C2)cc1,14,-23,-33,-1,-4,17,-10,-9,-7,·,7
COC(=O)c1ccc(OCCn2cnc3ccccc3c2=O)cc1,-54,-21,-23,-73,-13,-39,-90,-4,-15,0,1
CCOC(=O)N1CCN(C(=O)CSCC(=O)Nc2nc(-c3ccc(-c4ccccc4)cc3)cs2)CC1,8,57*,93*,-9,4,-21,75,-34,31,68*,62*
CC(C)(C)CC(=O)Nc1ccc(S(=O)(=O)NC2=NCCCCC2)cc1,0,12,-5,16,-2,-8,-1,15,2,-4,-4
CN(C)c1ccc(/C=N\NC(=O)c2cccc3cc[nH]c23)cc1,-24,-10,-15,-51,-6,-22,-40,-24,-17,-21,25
c1ccc(-c2ncnc3ccccc23)cc1,-7,-1,-7,-3,-4,7,6,18,-4,-4,-5
COc1cc2c(cc1OC)-c1cc(Nc3ccc4c(c3)OCCO4)nc(=O)n1CC2,46,79*,86*,16,-12,23,21,27,51*,-37,-1
COc1cccc(NC(=S)N2CCN(Cc3ccccc3)CC2)c1,8,5,-2,-3,-2,-30,13,4,8,-16,1
CC(C)c1ccc(N2C(=O)/C(=C/N(C)C)SC2=S)cc1,-66,-22,13,-38,6,-39,14,2,-4,19,0
CCN(Cc1cnn(C)c1)C(=O)c1cc(COc2ccc(F)cc2F)on1,-24,-19,-22,-29,-8,-20,-21,16,0,-1,22
Cc1cc(C)n(CC2CC(=O)N(c3cc(Cl)cc(Cl)c3)C2=O)n1 (stereo not given),4,4,-4,6,-14,19,-13,1,-2,-6,25
COc1cc(OC)c(-c2cc(C(=O)O)ccc2OC)c(OC)c1,-1,1,-2,3,24,2,-1,-7,1,-5,-2
CC(=O)c1c(C)nc(-c2ccccc2)n1O,16,-24,4,-16,-2,-9,-9,7,-10,-7,-9

# The list goes on, starting with the last 7 of the part before.
SMILES,SRC3 inh,TROY NFkB inh,TWEAK-Fn14 inh,NCOA1 inh,KKLEB tox,LRH-1 inv ag,Shn3 inh set2,CF NFkB block,EBV LMP1 NFkB,NR2F2 inh,C8 TRAIL sens
COc1cc2c(cc1OC)-c1cc(Nc3ccc4c(c3)OCCO4)nc(=O)n1CC2,46,79*,86*,16,-12,23,21,27,51*,-37,-1
COc1cccc(NC(=S)N2CCN(Cc3ccccc3)CC2)c1,8,5,-2,-3,-2,-30,13,4,8,-16,1
CC(C)c1ccc(N2C(=O)/C(=C/N(C)C)SC2=S)cc1,-66,-22,13,-38,6,-39,14,2,-4,19,0
CCN(Cc1cnn(C)c1)C(=O)c1cc(COc2ccc(F)cc2F)on1,-24,-19,-22,-29,-8,-20,-21,16,0,-1,22
Cc1cc(C)n(CC2CC(=O)N(c3cc(Cl)cc(Cl)c3)C2=O)n1 (stereo not given),4,4,-4,6,-14,19,-13,1,-2,-6,25
COc1cc(OC)c(-c2cc(C(=O)O)ccc2OC)c(OC)c1,-1,1,-2,3,24,2,-1,-7,1,-5,-2
CC(=O)c1c(C)nc(-c2ccccc2)n1O,16,-24,4,-16,-2,-9,-9,7,-10,-7,-9
COc1cc(OC)cc(-c2nnc(NC(=O)CCS(=O)(=O)c3ccccc3)o2)c1,-6,3,6,-7,9,0,-2,4,9,-6,-15
N#C/C(=C(/O)CSc1ccccc1C(=O)O)c1nc2ccccc2s1,-15,-1,5,2,-11,1,1,9,-7,-2,2
O=C(Cn1c(=O)c2c(ncn2C2CCCC2)n(Cc2ccccc2)c1=O)N1CCc2ccccc21,-12,1,-1,1,-10,-10,18,6,1,2,6
O=C(O)C(=Cc1cccc([N+](=O)[O-])c1)c1ccc(Cl)cc1,-10,14,-17,11,3,-11,4,-21,-3,3,-14
COc1cccc(CNC(=O)C(C)n2nc(C)n3c(cc4occc43)c2=O)c1 (stereo not given),17,-1,1,-1,5,11,-13,-12,-5,-7,-3
CCOc1ccc(NC(=O)CC2C(=O)N(CC)C(=S)N2NC(=O)c2ccncc2)cc1 (stereo not given),2,8,18,5,-5,-2,-8,-10,-5,2,-13
CCCS(=O)(=O)N1CCN(Cc2ccc([N+](=O)[O-])cc2)CC1,4,-9,6,0,0,-14,8,11,8,8,-1
CC(C)CCC(C(=O)O)C(C)CC(=O)Nc1ccn(-c2ccccc2)n1 (stereo not given),16,-14,10,-1,-2,3,7,-6,3,5,-6
CC(Sc1nc(N)cc(=O)[nH]1)C(=O)NNC(=O)c1cccc(Cl)c1 (stereo not given),-38,-14,1,-21,18,-52,2,5,1,-52,7
O=C(N/N=C/c1ccccc1)c1ccc(N2CCCC2=O)cc1,-21,-8,3,-14,4,-6,3,3,-2,-13,1
O=c1cnnc(SCCc2ccccc2)[nH]1,12,-3,-2,5,13,17,-29,4,2,-3,-7
CCCN1C(=O)/C(=C\C=C2/C=CN(CC)c3ccccc32)SC1=S,6,-17,0,-6,-15,-14,22,8,24,-12,30
O=C(CSc1n[nH]c(-c2cccs2)n1)N1CCN(S(=O)(=O)c2ccc3ccccc3c2)CC1,18,5,-9,2,8,14,1,-1,7,1,-4
O=C(NCCc1ccccc1)c1ccc(NCC2CCCO2)c([N+](=O)[O-])c1 (stereo not given),-22,-69,-5,-14,3,-54,-44,3,3,-14,-8
CCOc1ccc(CNCc2ccc(C(=O)O)cc2)cc1OC,12,16,9,11,7,-4,5,-9,1,-4,-1
Cc1c(CNC(=O)c2cnn3c2NC(c2ccc(Br)cc2)CC3C(F)(F)F)cnn1C (stereo not given),21,3,-5,-7,10,7,0,-14,-2,9,3
CC(C)C[C@@H](CO)N1CCN(CCc2ccccc2)CCC1=O,10,-4,13,6,14,-23,3,9,5,-25,8
Cc1ccnc(NC(=O)C2CCCN(c3ncnc4c3nc3n4CCCCC3)C2)c1 (stereo not given),3,-16,2,21,8,0,22,-8,-1,10,8
COc1ccc(N(CC(=O)NCc2ccccc2)S(C)(=O)=O)cc1,5,-1,-10,2,-4,-10,-21,0,1,5,-4
O=C(COC(=O)/C=C/c1ccccc1)NC(=O)NC1CCCCC1,-34,14,-3,-3,-7,2,19,14,2,-9,4
CCOc1ccc(NC(=O)COc2coc(CN3CCc4ccccc4C3)cc2=O)cc1,1,17,-15,-4,3,10,-1,-18,13,-18,-5
Cc1ccc(C2NC(=S)N3C(c4ccc(C)cc4)NC(=S)N23)cc1 (stereo not given),-23,-51,-39,-10,1,0,-68,14,-18,-7,16
O=c1[nH]c(SCc2ccccc2[N+](=O)[O-])nc2nc[nH]c12,-9,-16,4,-24,-2,-6,-7,-1,-2,0,7
O=C(COC(=O)Cc1c[nH]c2ccccc12)Nc1ccccc1C(F)(F)F,14,5,-4,5,12,13,-9,-15,-5,-7,2
CCc1nnc(SCC(=O)Nc2ccc(F)cc2)o1,-2,5,10,-1,11,-8,-8,-32,-3,6,-8
CC(C)C(=O)Nc1ccc(NC(=O)CCc2ccccc2)cn1,6,5,-6,-8,2,-4,3,13,-7,-20,-4
c1ccc2oc(NC3=NCN(CC4CCCO4)CN3)nc2c1 (stereo not given),-71,-37,-22,-57,9,-70,-67,-14,-16,-19,-2
COc1ccccc1CNC(=O)[C@H](C)N1C(=O)N2CCc3c([nH]c4ccccc34)[C@@]2(C)C1=O,14,8,22,4,-6,7,50,-3,-3,6,5
C=C[C@@H]1c2ccccc2N(S(=O)(=O)c2ccc(C)cc2)[C@H](c2ccc(C(F)(F)F)cc2)C1(C#N)C#N,-36,-4,23,-4,-18,3,51,4,-10,7,15

# Compound profiles (already shown). Order of values: SRC3 inh, TROY NFkB inh, TWEAK-Fn14 inh, NCOA1 inh, KKLEB tox, LRH-1 inv ag, Shn3 inh set2, CF NFkB block, EBV LMP1 NFkB, NR2F2 inh, C8 TRAIL sens
# `O=C(O)C(=Cc1cccc([N+](=O)[O-])c1)c1ccc(Cl)cc1` in the list: -10, 14, -17, 11, 3, -11, 4, -21, -3, 3, -14
# `CCOc1ccc(NC(=O)CC2C(=O)N(CC)C(=S)N2NC(=O)c2ccncc2)cc1` (stereo not given) in the list: 2, 8, 18, 5, -5, -2, -8, -10, -5, 2, -13
# `C=C[C@@H]1c2ccccc2N(S(=O)(=O)c2ccc(C)cc2)[C@H](c2ccc(C(F)(F)F)cc2)C1(C#N)C#N` in the list: -36, -4, 23, -4, -18, 3, 51, 4, -10, 7, 15
# `O=C(COC(=O)/C=C/c1ccccc1)NC(=O)NC1CCCCC1` in the list: -34, 14, -3, -3, -7, 2, 19, 14, 2, -9, 4

# Assay outcomes: PubChem, several laboratories
